TDP1 cell noCPT – qHTS for Inhibitors of human tyrosyl-DNA phosphodiesterase 1 (TDP1): qHTS in cells in absence of CPT; DT40 Tdp1-/- hTDP1 cells, no CPT, ATP luminescence, 48 h; Potency, µM (doses to about 46.2 µM), for inactives: top-dose activity change, negative = growth inhibition, most hits filed as inhibitors; 420,000 tested, 15% active; also: nearly all actives have a fitted effect of over 55% in size
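Luminescent ATP content (CellTiter-Glo) served as the growth readout. Knockout chicken DT40 cells expressing human TDP1 were exposed to compounds without camptothecin for a minimum 48 hr at 37 °C.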
TDP1 inh – TDP1 (human) enzyme inhibition. recombinant TDP1, AlphaScreen DNA substrate cleavage. Potency, µM (titrated, usually from 130 µM), inactives show top-dose activity change, negative = inhibition, actives largely listed as inhibitors. 350,000 tested, 0.28% active. AID 485290; also: nearly all actives have a fitted effect of over 40% in size
Target sequence (Q9NUW8 whole entry, looked up): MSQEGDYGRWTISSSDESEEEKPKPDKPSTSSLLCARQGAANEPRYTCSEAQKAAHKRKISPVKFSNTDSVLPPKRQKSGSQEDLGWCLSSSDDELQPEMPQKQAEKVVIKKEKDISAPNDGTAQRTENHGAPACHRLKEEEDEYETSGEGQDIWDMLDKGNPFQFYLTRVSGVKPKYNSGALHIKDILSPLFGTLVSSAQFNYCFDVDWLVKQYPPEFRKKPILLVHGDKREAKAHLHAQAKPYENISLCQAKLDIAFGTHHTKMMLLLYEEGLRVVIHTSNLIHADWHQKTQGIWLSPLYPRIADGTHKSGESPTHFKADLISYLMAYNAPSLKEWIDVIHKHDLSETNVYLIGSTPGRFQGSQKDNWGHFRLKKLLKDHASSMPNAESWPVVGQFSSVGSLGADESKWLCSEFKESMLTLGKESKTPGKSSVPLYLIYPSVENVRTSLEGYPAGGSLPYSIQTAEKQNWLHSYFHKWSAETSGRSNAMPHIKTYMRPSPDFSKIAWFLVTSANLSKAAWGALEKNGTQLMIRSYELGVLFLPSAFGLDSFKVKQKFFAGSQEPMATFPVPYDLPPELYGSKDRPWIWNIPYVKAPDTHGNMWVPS
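Tdp1 1 nM final; 15 min RT w/ cpd; substrate 15 nM, 5 min; beads 10 ug/ml, 10 min; AlphaScreen read. Neg ctrl: no enzyme.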
N370S GC – inhibits or activates N370S mutant glucocerebrosidase; N370S GC spleen homogenate, 4MU-glucoside fluorescence; Potency, µM (top dose mostly 59.4 µM), without a hit: at the highest dose activity change, negative = inhibition, most hits filed as inhibitors; 330,000 tested, 0.092% active; AID 2101;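 also: 0% = full enzyme activity and -100% = no enzyme basal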
An asterisk follows results filed as active; ? = inconclusive; . = no result given; & = joins results of further samples; [ ] = another dose, or the depositor's remark. Calls follow the shape of the dose curve; as a rule, active = well fitted curve in the direction sought with a large enough effect; inconclusive = small, poorly fitted or top-dose-only effect, or another doubt; inactive = no such curve, though single readings can be large; an effect the other way counts as inactive or inconclusive. Unless noted, % is scaled to controls: 0 for no effect and ±100 for the full control effect; potency is read from the fitted curve at half-maximal effect. A portion of the library; rates above refer to the full screens.

SMILES	TDP1 cell noCPT	TDP1 inh	N370S GC
COc1ccc(S(=O)(=O)Nc2ccccc2C(=O)NCc2cccnc2)cc1	?	.	?
CCCCCCNC(=O)CCNS(=O)(=O)c1ccc(C)cc1	-20%	8%	13%
COC(=O)c1ccccc1S(=O)(=O)NNC(=O)Nc1ccccc1	-14%	.	0%
COC(=O)Cc1csc(Nc2ccccc2Cl)n1	-16%	-1%	4%
CC(C)N(C(=S)NC1CC2CCC1C2)c1ccccc1 (stereo not given)	?	0%	-10%
CC(C)C(=O)OCC(=O)Nc1ccc(N=Nc2ccccc2)cc1	-30%	8%	-8%
CN(CCOc1ccc(-c2ccn(S(=O)(=O)c3cccc4ccccc34)n2)cc1)c1ccccn1	?	3%	-2%
CCOC(=O)C1=NN(c2ccccc2)C(=O)C1	4%	2%	8%
Cc1ccc(NC(=O)CSc2nc(NS(=O)(=O)c3ccccc3)cc(=O)[nH]2)cc1	1%	28µM*	-1%
CN(C)S(=O)(=O)Oc1cccc(C(=O)Nc2ccc(Cl)cc2)c1	12µM*	2%	-2%
Clc1cccc(-n2ncc3c(N4CCN(Cc5ccccc5)CC4)ncnc32)c1	?	3%	.
COc1ccc(C(=O)NNC(=O)c2ccccc2[N+](=O)[O-])cc1[N+](=O)[O-]	-8%	8%	-17%
CCOC(=O)Cc1c(C)nc2c(-c3ccccc3)c(-c3ccccc3)[nH]n2c1=O	16µM*	6%	-26%
Cn1cccc1C(=O)N1CCC2(CCCN(Cc3nccs3)C2)CC1	?	.	3%
COc1ccc(CCN(C)C(=O)c2cc(S(=O)(=O)N3CCCCCC3)ccc2OC)cc1OC	?	2%	0%
CCOC(=O)C1CCCN(C(=O)c2cc(Cl)ccc2Cl)C1 (stereo not given)	-6%	5%	3%
CN(C)c1ccc(C2NCC(CCl)O2)cc1 (stereo not given)	4%	2%	11%
Cc1cc(-c2n[nH]c(=S)n2/N=C/c2ccc(Cl)c([N+](=O)[O-])c2)n[nH]1	?	11%	-1%
COc1cccc(NC(=O)CN2CCN(c3nc(-c4cccc(OC)c4)cs3)CC2)c1	?	9%	1%
NC(=O)CC(NC(=O)c1ccccc1)c1ccc(NCc2ccc(F)c(F)c2)c([N+](=O)[O-])c1 (stereo not given)	?	.	2%
Cc1ccc(C(=O)OCCn2cc(C#N)c(=O)[nH]c2=O)cc1	-11%	-8%	8%
CCN1C(=O)[C@H]2[C@@H](c3ccc(-c4ccc(OC)cc4)c(OC)c3)N[C@@](Cc3ccccc3)(C(=O)OC)[C@H]2C1=O	?	-7%	.
Cc1cc(C)n(CCc2nc3c4ccccc4nc(N4CCN(c5ccc(F)cc5)CC4)n3n2)n1	-12%	1%	.
Cn1c(SCc2cccnc2)nnc1-c1c[nH]c2ccccc12	13%	-1%	5%
CCc1nnc2cccc(Cl)n12	-6%	-3%	3%
CC(C)CCNC(=O)C1CCN(c2nc3ccc(Cl)cc3[nH]2)CC1	?	3%	.
CC(=O)N1CCN=C1SCc1ccccc1	-1%	4%	9%
CCOc1ccccc1NC(=O)C1CCCCN1S(=O)(=O)c1ccccc1 (stereo not given)	21µM*	-4%[56.1 µM]	.
CC(C)c1ccc(NC(=O)c2n[nH]c(=O)c3ccccc23)cc1	-13%	0%	-2%
COc1ccc2c(c1)C(=O)N1[C@H]3c4cc(Cl)ccc4OC[C@@H]3[C@H](c3ccccc3)[C@]1(C)C(=O)N2	?	2%	.
CCOCCCNC(=O)CN1C(=O)C(CC)Oc2ccccc21 (stereo not given)	-3%	2%	6%
C#CCOCCOCCOCCNc1nc(N2CCN(C(=O)[C@H](CC(N)=O)n3cc(C(N)[C@@H](C)CC)nn3)CC2)nc(N2CCN(C(=O)[C@H](CCC(=O)O)n3cc([C@@H](N)CCCCN)nn3)CC2)n1 (stereo not given in full)	3%	2%	.
N#Cc1c(NC(=O)C2CC2)sc2c1CCCCC2	?	-8%	2%
CC(C)(C)c1cc2nc(N)nc(N)n2n1	-24%	-1%	8%
c1ccc2sc(SN3CCOCC3)nc2c1	?	7%	4%
COC(=O)C(N)Cc1ccc(OC)c([N+](=O)[O-])c1 (stereo not given)	3%	3%	-7%
O=C(Nc1cc(Cl)cc(Cl)c1)C(NCCO)c1ccccc1 (stereo not given)	?	-9%	7%
O=C(NCCCN1CCCC1)c1ccc2c(c1)N(Cc1ccccc1F)C(=O)c1ccccc1S2(=O)=O	8%	5%	-12%
COC(=O)c1sc2nc(C)cc(C)c2c1N	-7%	1%	18%
Nc1cc(=O)[nH]c(=O)n1CC1CC1	4%	-3%&-1%	2%&27%
CC(C)c1nc(-c2ccc([N+](=O)[O-])cc2)cs1	?	2%	2%
CCCCN(CC)C(=O)c1c[nH]c2ccc(S(=O)(=O)N(C)c3ccc(Cl)cc3)cc2c1=O	?	10%	.
CCc1ccccc1NC(=O)COCc1cc(-c2ccco2)on1	-30%	0%	.
Cc1cc(NC(=O)CSCC(=O)OC(C)C(=O)c2cc(C)c(C)cc2C)no1 (stereo not given)	-8%	.	5%
CC(C)(C)n1nnnc1C(c1ccc(Cl)cc1)N1CCCc2ccccc21 (stereo not given)	15µM*	2%	7%
CN(C)S(=O)(=O)N(CC(=O)NCCSCc1cccc(Cl)c1)c1ccccc1	23µM*	1%	.
CCOC(=O)C(NCCCCl)c1ccccc1 (stereo not given)	4%	-1%	1%[12.8 µM]
Cc1ccc(C(=O)c2c3ccc(N)cc3nn2CCC(N)=O)cc1	-8%	.	-1%
COC(=O)CSc1nc(COc2ccccc2)nc2ccccc12	-10%	.	5%
Cc1c(NC(=O)C2CCCN2C(=O)c2cccs2)c(=O)n(-c2ccccc2)n1C (stereo not given)	-7%	0%	-2%
Cc1ccc(Cl)cc1N1CCN(C(=O)c2cn(C)c3ccc(S(=O)(=O)N4CCCC4)cc3c2=O)CC1	?	5%	.
Cc1ccc(N2CCN(S(=O)(=O)c3cc(Br)cc4c3N(C(=O)C3CC3)CC4)CC2C)cc1 (stereo not given)	16µM*	0%	.
CCCCCCCNC(=O)C1(CC2CC(c3ccccc3)=NO2)CCN(C(=O)c2ccccc2)CC1 (stereo not given)	16µM*	0%	-25%
Cc1ccc(/C=C/c2nc3ccccc3n2S(=O)(=O)c2ccc(Br)cc2)cc1	21µM*	-1%	.
CCCCCn1c(=O)[nH]c2cc(C(=O)NCCN(C)CCCC)ccc2c1=O	?	9%	.
COC(=O)C(C)Oc1ccc(-c2nccc(-c3ccc(F)cc3)n2)cc1 (stereo not given)	-3%	.	3%
O=c1[nH]c2ccccc2nc1CCc1ccccc1	-9%	1%	3%
COc1ccccc1NC(=O)C(=O)NCC(c1ccc2c(c1)OCO2)N1CCOCC1 (stereo not given)	?	1%	.
CCOc1ccccc1CNC(=O)C1CCN(C(=O)N2CC(C)Oc3ccc(C)cc32)CC1 (stereo not given)	?	.	-1%
O=C(O)c1ccc(NC(=O)[C@H](Cc2ccc(O)cc2)NC(=O)c2ccccc2)cc1	-1%	2%&4%	-10%

New compounds follow.
SMILES	TDP1 cell noCPT	TDP1 inh	N370S GC
O=S(=O)(O)c1ccccc1	.	0%	11%
CCNc1nc(C)nc2c1oc1ccccc12	-21%	6%	-26%
O=C1CCCC(=O)C1C(c1ccc(Cl)cc1)C1C(=O)CCCC1=O	?	3%	.
CSc1sccc1/C=N/O	8%	0%	8%
Cc1ccc(NS(=O)(=O)c2ccc(Cl)c(C(=O)Nc3ccccc3-c3nc4ccccc4[nH]3)c2)cc1C	8.2µM*	6%	?
CCOC(=O)Cc1cnc(NC(=O)CSc2nc(C(C)C)cc(=O)[nH]2)s1	-6%	.	-10%
CN1CCN(S(=O)(=O)c2ccc(SCCOc3ccccc3)nc2)CC1	-20%	4%	-7%
COCCCNC(=O)Cn1c(=O)n(CC(=O)N2CCCCC2)c(=O)c2sccc21	-4%	2%	-6%
COCCNC(=O)CSc1nc2ccc(N3CCOCC3)cc2c(=O)n1CCc1ccccc1	-17%	11%	-9%
Cc1cc(NC(=O)C2=C(O)c3ccccc3S(=O)(=O)N2C)no1	?	-3%	4%
Cc1c(Cl)cccc1NC(=O)CCN1CCC(C(N)=O)CC1	13%	.	1%
O=c1c2c3c(sc2nc2n1CCCCC2)C(O)CCC3 (stereo not given)	?	3%	-14%
COc1ccc(-c2ccc(=O)n(CC(=O)Nc3nnc(C(C)C)s3)n2)cc1OC	3%	0%	-7%
CCCCN(C)CCCNC(=O)Cn1ncc2c3ccccc3n(Cc3cc(C)ccc3C)c2c1=O	2.9µM*	10%	.
Cn1cc(CCC(=O)N2CCCC(C(=O)c3cccc4ccccc34)C2)cn1 (stereo not given)	?	-4%	9%
CC(=O)Nc1cccc(N/C(N)=N/c2nc(C)cc(C)n2)c1	-12%	2%	-4%
O=C(OCC(=O)N1CCN(S(=O)(=O)c2ccc(Cl)cc2)CC1)C1CC1	11%	3%	.
O=C1C2C3C=CC(C4CC34)C2C(=O)N1/N=C/c1ccc(-c2ccc([N+](=O)[O-])cc2)o1 (stereo not given)	?	6%	-4%
COc1nc(-c2ccccc2)ncc1S(=O)(=O)c1ccccc1	?	-8%	8%
O=C(NC(Cc1ccccc1)C(=O)O)c1cccnc1Cl (stereo not given)	18%	.	3%
CN(C)C(=O)N1CCN(S(=O)(=O)c2ccc3ccccc3c2)CC1	?	.	0%
C=CCn1c(SC(C)C(=O)Nc2ccc(F)c(F)c2F)nnc1C1CC1 (stereo not given)	-11%	-4%	-22%
CC(=O)Nc1ccc(OCC(=O)NCCc2ccccc2)cc1	9%	8%	6%
CCc1ccc(NC(=O)C2=CC(c3ccc(OC)cc3)=NS(=O)(=O)N2C)cc1	?	.	1%
NS(=O)(=O)c1cccc(NC(=O)CSc2nc3ccccc3n2-c2ccccc2)c1	?	8%	13%
COc1ccc(CC(=O)OCC(=O)Nc2cccnc2Cl)cc1OC	-5%	0%	0%
O=C(COC(=O)/C=C/c1cccc(F)c1)Nc1ncccn1	15%	.	-10%
Cc1occc1C(=O)Nc1ccccc1C#N	3%	1%	1%
CCC(Oc1ccc(C)cc1)C(=O)Nc1ccccc1C(=O)N1CCOCC1 (stereo not given)	-13%	2%	-2%
Cc1cc(C)c[n+](-c2nc3ccccc3nc2[N-]S(=O)(=O)c2cccs2)c1	2%	4%	-10%
CCC(C)Nc1nc2c(c(=O)n(C)c(=O)n2C)n1Cc1ccc(F)cc1 (stereo not given)	?	2%	0%
COc1cc(C(=O)NCC(=O)OCCN2C(=O)c3ccccc3C2=O)cc(OC)c1OC	5%	-4%	-3%
CCS(=O)(=O)Nc1ccc(-c2cn3c(C)csc3n2)cc1	-25%	-3%	.
Cc1ccc(C)c(NC(=S)NC23CN4CN(CN(C4)C2)C3)c1	-18%	0%	-8%
Clc1ccc(-c2cnc3n2CCC3)cc1	-28%	8%	1%
CC(=O)c1ccc(S(=O)(=O)Nc2ccc(-c3ccc4nnc(C)n4n3)cc2)cc1	?	-5%	-7%
Cc1cc(C)c2c(N)c3ccccc3nc2n1	23µM*	-4%	-16%
O=C(Nc1cc(C(=O)N2CCCC2)ccc1N1CCCC1)c1ccccc1	-12%	9%	5%
COC(=O)C1CCN(S(=O)(=O)CCNC(=O)c2ccc3c(c2)OCO3)CC1	-1%	-1%	-1%
CC(C)(C)n1c(O)c2ccc(C(=O)N=NC(=O)c3ccccc3)cc2c1O	-19%	4%	0%
Cc1ccc(C(=O)NCCc2nnc3ccc(NCc4ccc5c(c4)OCO5)nn23)cc1	?	-2%	-6%

Of the compounds above, these contain an NH in an aromatic ring:
SMILES	TDP1 cell noCPT	TDP1 inh	N370S GC
Cc1ccc(NC(=O)CSc2nc(NS(=O)(=O)c3ccccc3)cc(=O)[nH]2)cc1	1%	28µM*	-1%
CCOC(=O)Cc1c(C)nc2c(-c3ccccc3)c(-c3ccccc3)[nH]n2c1=O	16µM*	6%	-26%
Cc1cc(-c2n[nH]c(=S)n2/N=C/c2ccc(Cl)c([N+](=O)[O-])c2)n[nH]1	?	11%	-1%
Cc1ccc(C(=O)OCCn2cc(C#N)c(=O)[nH]c2=O)cc1	-11%	-8%	8%
Cn1c(SCc2cccnc2)nnc1-c1c[nH]c2ccccc12	13%	-1%	5%
CC(C)CCNC(=O)C1CCN(c2nc3ccc(Cl)cc3[nH]2)CC1	?	3%	.
CC(C)c1ccc(NC(=O)c2n[nH]c(=O)c3ccccc23)cc1	-13%	0%	-2%
Nc1cc(=O)[nH]c(=O)n1CC1CC1	4%	-3%&-1%	2%&27%
CCCCN(CC)C(=O)c1c[nH]c2ccc(S(=O)(=O)N(C)c3ccc(Cl)cc3)cc2c1=O	?	10%	.
CCCCCn1c(=O)[nH]c2cc(C(=O)NCCN(C)CCCC)ccc2c1=O	?	9%	.
O=c1[nH]c2ccccc2nc1CCc1ccccc1	-9%	1%	3%
Cc1ccc(NS(=O)(=O)c2ccc(Cl)c(C(=O)Nc3ccccc3-c3nc4ccccc4[nH]3)c2)cc1C	8.2µM*	6%	?
CCOC(=O)Cc1cnc(NC(=O)CSc2nc(C(C)C)cc(=O)[nH]2)s1	-6%	.	-10%

Assay outcomes deposited in PubChem by National Center for Advancing Translational Sciences (NCATS).
